GPR7 antagonist: GPR7 receptor antagonists, primary screen, cell-based, fluorescence, single concentration; hit rate 1.1% among 290,000; inhibition, % at 4.4 µM; GPR7-expressing cells, fluorescence antagonist assay; AID 1861, 2009; Neuropeptides B/W receptor type 1 (Homo sapiens), P48145; in the data active = inhibition above about 16%, passing the limit was not always enough;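 note: cells stimulated with the agonist NPW; 0% = agonist with vehicle and 100% = vehicle without agonist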
Target sequence (P48145 whole entry, looked up): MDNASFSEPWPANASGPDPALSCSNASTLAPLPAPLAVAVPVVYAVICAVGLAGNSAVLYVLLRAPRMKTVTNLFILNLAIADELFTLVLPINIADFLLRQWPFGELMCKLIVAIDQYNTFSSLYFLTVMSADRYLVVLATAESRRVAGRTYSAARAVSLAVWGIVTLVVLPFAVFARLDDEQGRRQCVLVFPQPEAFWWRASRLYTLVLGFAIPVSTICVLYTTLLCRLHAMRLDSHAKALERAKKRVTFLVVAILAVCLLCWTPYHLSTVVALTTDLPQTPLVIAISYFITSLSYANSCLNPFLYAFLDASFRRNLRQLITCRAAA
CHO parental Ca: ATP-evoked calcium signal inhibitors, parental CHO, primary screen, counter-screen for OX1R antagonist project, cell-based, fluorescence, Fluo-8 calcium dye; AID 463079, 2010; inhibition, % at 5.6 µM; parental CHO-K1, ATP-induced calcium, Fluo-8 fluorescence; hit rate 0.63% among 330,000;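 active = inhibition above that plate's mean sample inhibition plus 3 SD, cut at about 26% in these data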;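 note: 0% = ATP-challenged DMSO wells and 100% = DMSO wells without ATP; some compounds past the cut are filed as inactive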
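Assay system: parental CHO cells; Read-out basis: percent inhibition of ATP-evoked calcium rise, normalized to controls; Benchmarks: ATP and no-ATP DMSO wells; Compound dosing: single nominal dose of 5.6 µM per compound; Signal: Fluo-8 calcium dye fluorescence; Also added: ATP as calcium-mobilizing challenge; Repeats: singlicate.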
OXTR agonist: human OXTR agonists, primary screen, fluorescence, CHO-OTR cells, Fluo-8 calcium. Oxytocin receptor (Homo sapiens), P30559. Fluo-8 calcium fluorescence; normalized: DMSO 0%, oxytocin 100%. activation, % at 3 µM. hit rate 0.32% among 320,000;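 active = activation above the mean of all tested compounds plus 3 SD, cutoff set per screening run, cut at about 20% in these data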;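 note: peak over basal fluorescence ratio from a 100 s FLIPR kinetic read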
M1 ag parental: counter-screen for M1 agonists: effect in parental CHO-K1 cells | Fluo-8 calcium fluorescence; scaled to maximal ATP response, vehicle zero | activation, % at 3 µM | hit rate 0.48% among 360,000 | AID 602248, 2012; in the data active = activation above about 15%;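 note: untransfected CHO-K1 host cells lacking M1 receptor as counterscreen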
TAAR1 antag: human TAAR1 antagonists, primary screen, Fluo-8 calcium fluorescence, CHO RD-HGA16 cells; hit rate 1.5% among 360,000; antagonist; inhibition, % at 3 µM; Trace amine-associated receptor 1 (Homo sapiens), Q96RJ0;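 active = inhibition above a per-plate cutoff, the mean inhibition of test compounds on that plate plus 3 SD, cut at about 49% in these data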;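 note: 0% = DMSO plus EC80 beta-PEA response and 100% = DMSO alone without agonist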
Target sequence (Q96RJ0 whole entry, looked up): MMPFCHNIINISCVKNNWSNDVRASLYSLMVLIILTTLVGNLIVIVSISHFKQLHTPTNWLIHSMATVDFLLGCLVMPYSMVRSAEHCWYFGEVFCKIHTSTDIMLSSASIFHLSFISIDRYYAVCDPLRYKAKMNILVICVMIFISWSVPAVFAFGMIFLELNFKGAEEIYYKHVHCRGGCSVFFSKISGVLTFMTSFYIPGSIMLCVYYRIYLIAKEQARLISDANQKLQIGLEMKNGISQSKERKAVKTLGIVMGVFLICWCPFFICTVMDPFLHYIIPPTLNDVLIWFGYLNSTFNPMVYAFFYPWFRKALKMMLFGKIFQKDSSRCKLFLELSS
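Test system: CHO RD-HGA16 cells bearing hTAAR1 | Reagent: β-PEA, EC80 | Compound dosing: 3 µM, single point | Schedule: Dye loading 75 min at 37 °C, then 30 min room temperature | Signal: Calcium fluorescence with Fluo-8 | Evaluation: Percent inhibition of PEA-evoked calcium signal, max/basal emission ratio | Control set: DMSO-only wells and EC80 β-PEA-stimulated wells | Repeats: Singlicate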
OXTR potentiate: human OXTR potentiators, primary screen, fluorescence, CHO-OTR cells, Fluo-8 calcium; Oxytocin receptor (Homo sapiens), P30559; Fluo-8 calcium fluorescence, potentiator mode; 0% = oxytocin EC15, 100% = EC100; activation, % at 3 µM; hit rate 0.061% among 320,000;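 active = activation above that plate's cutoff, the mean activation of tested compounds plus 3 SD, cut at about 6.6% in these data, passing the limit was not always enough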;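 note: 100% uses oxytocin at 75 nM as the full agonist control; some results filed as inactive read as strong as hits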
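Assay system: CHO cell line stably expressing human OTR. Reagent: EC15 oxytocin agonist. Dosing: single dose, 3.0 µM nominal final compound concentration. Timing: compound 6 min at room temperature before oxytocin, 100 s read. Signal: kinetic Fluo-8 calcium fluorescence. Controls: oxytocin EC15 low and EC100 high.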
M1 PAM parental: nonselective calcium activators in parental CHO-K1 cells, primary screen, counter-screen for M1 PAM project, cell-based, Fluo-8 calcium fluorescence, full deck, 1536-well | ATP EC20; 0% at ATP EC20, 100% at ATP max | activation, % at 3 µM | hit rate 0.02% among 360,000 | AID 602247, 2012;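 active = activation above the run cutoff, the mean activation of all test compounds plus 3 SD, cut at about 40% in these data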;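 note: peak over basal fluorescence ratio in a 140 s read after ATP addition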
V1R ag counter: agonists of human V1a receptor, primary screen, counter-screen for OXTR agonist project, fluorescence, CHO-V1R cells. Vasopressin V1a receptor (Homo sapiens), P37288. activation, % at 3 µM. AID 2797, 2010. Fluo-8 calcium fluorescence, agonist mode; 0% DMSO, 100% 3 nM vasopressin. hit rate 0.25% among 320,000;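 active = activation above the mean activation of all tested compounds plus 3 SD, per screening run, cut at about 20% in these data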;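 note: signal is peak over basal fluorescence ratio across a 100 second FLIPR read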
Target sequence (P37288 whole entry, looked up): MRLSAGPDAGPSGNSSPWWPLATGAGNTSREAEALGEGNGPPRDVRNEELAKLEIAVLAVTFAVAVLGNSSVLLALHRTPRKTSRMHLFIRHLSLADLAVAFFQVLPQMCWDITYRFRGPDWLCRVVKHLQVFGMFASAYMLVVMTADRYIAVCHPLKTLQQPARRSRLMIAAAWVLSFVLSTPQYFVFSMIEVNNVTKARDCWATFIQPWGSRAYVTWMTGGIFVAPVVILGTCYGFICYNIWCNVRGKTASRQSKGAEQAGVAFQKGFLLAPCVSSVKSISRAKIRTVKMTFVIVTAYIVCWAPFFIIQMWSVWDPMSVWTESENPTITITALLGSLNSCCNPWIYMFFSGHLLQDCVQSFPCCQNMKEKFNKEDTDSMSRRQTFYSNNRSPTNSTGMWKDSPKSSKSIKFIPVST
CHO-K1 Ca antag: M1 antagonist counterscreen hit in parental CHO-K1 cells | inhibition, % at 3 µM | AID 602250 | hit rate 0.6% among 360,000 | ATP-induced calcium, Fluo-8 fluorescence;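 active = inhibition above a per-plate cutoff, the plate's mean sample inhibition plus 3 SD, cut at about 24% in these data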;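 note: 0% = DMSO plus EC80 ATP and 100% = DMSO alone without ATP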
Active calls of the source: *; nt = no result given.

Results follow in this order: OXTR agonist, OXTR potentiate, GPR7 antagonist, M1 ag parental, M1 PAM parental, CHO-K1 Ca antag, TAAR1 antag, CHO parental Ca, V1R ag counter
Cc1cc(C)n(-c2nc(C)nc3c2cnn3-c2ccccc2)n1
    0.7, -4, -9, 1.2, 22, -19, -11, -4, 1.2
COc1ccc(CCNC(=O)COc2ccc(-c3ccc(C)cc3)cc2)cc1OC
    4.7, -4, -11, 5.0, 18, -6, 25, -14, 3.9
CCOC(=O)N1CCN(S(=O)(=O)c2ccc3c(c2)CCN3C(=O)C2CC2)CC1
    2.8, -13, -11, 0.2, -4, 8, 6, -1, 0.9
O=C(c1ccc([N+](=O)[O-])o1)N1CCCCCC1
    0.9, -2, nt, 0.0, -12, -3, -15, 1, 0.9
Cc1cccc(C)c1NC(=O)CN(C1CCCCC1)S(C)(=O)=O
    0.4, -12, -6, 0.1, -3, -2, -9, -12, -0.6
COCC(C)n1c(C)cc(C(=O)COC(=O)c2ccc3ncsc3c2)c1C (stereo unspecified)
    6.3, -18, -12, 4.0, 20, -11, -8, -5, 5.5
CCCCOc1ccc(C(=O)NN2CCOCC2)cc1
    0.4, -13, nt, 1.0, 20, -15, -18, -7, -0.1
COc1cc(CN2CCCN(C)CC2)cc([N+](=O)[O-])c1O
    -0.2, -6, -1, -0.8, -18, 9, 0, 1, -0.8
CN(C(=O)CC1C(=O)NCCN1Cc1ccccc1F)C1CCOCC1 (stereo unspecified)
    0.1, -9, 6, 0.3, -24, 3, 7, -12, -0.1
N#CCCn1cc(C(CC(=O)c2ccc(Br)cc2)C(=O)O)c2ccccc21 (stereo unspecified)
    -0.4, -4, -17, 0.5, 18, 0, nt, -5, 0.0
CCCS(=O)(=O)N1CCCC(C(=O)NCCN(CC)c2ccccc2)C1 (stereo unspecified)
    -1.0, 0, -4, -0.5, 2, 4, -7, -7, -0.5
CCOc1ccccc1NC1=C(Cl)C(=O)N(Cc2ccccc2)C1=O
    -1.9, -12, 4, 0.8, 25, -8, 38, -14, 1.0
C=CCC(CC)C(=O)NC(=O)N1CCCc2ccccc21 (stereo unspecified)
    0.6, -4, -4, 1.6, 11, -6, -3, -1, 0.5
COc1ccc(NC(=O)C(NC(C)=O)C(=O)Nc2ccc(F)cc2)cc1 (stereo unspecified)
    -0.9, -14, 11, 0.8, -1, -2, -3, -4, 1.8
CN(C)C(=O)c1ccc(N=Nc2c(O)c3ccccc3[nH]c2=O)cc1
    nt, nt, nt, -0.3, 12, -20, -6, nt, nt
CN(C)C(=O)c1c([N+](=O)[O-])ncn1C
    0.3, -1, -9, -0.1, -6, 17, -2, 0, 1.0
CCOC(=O)c1c(NC(=O)COC(=O)Cc2n[nH]c(=O)c3ccccc23)sc(C(=O)N(C)C)c1C
    -1.1, -6, nt, 0.3, -8, 1, 16, -18, -0.4
O=C(O)c1ccc(CSc2nnc(-c3cccnc3)n2-c2ccc(Br)cc2)cc1
    -0.1, -4, -1, -0.3, 8, 11, 1, -2, -0.6
O=C1CCN(Cc2ccccc2)CCN1CCSc1ccccc1
    0.3, -15, -8, -0.3, 3, -16, 17, -10, 0.8
Cc1cccc(NC(=O)N2CCCc3ccccc32)c1C
    nt, nt, -14, 1.1, 17, -5, -18, nt, nt
Cc1ccc(C[n+]2cc(-c3ccc(Cl)cc3)n3c2CCC3)cc1
    -0.8, -2, -3, 0.0, 20, -7, -2, -11, -1.1
CCNC(=O)c1cccc(NC(=O)c2cc(C3CC3)nc3c2cnn3C(C)C)c1
    nt, nt, nt, 5.6, 0, -9, 16, nt, nt
COc1ccccc1CNC(=O)CCc1nc2ccccc2c(=O)[nH]1
    -0.6, -12, -11, 0.3, 19, -7, 5, -14, -0.8
COc1ccc(C2CC2/C(=N/O)c2ccccn2)cc1 (stereo unspecified)
    0.7, -10, 28*, -0.1, 12, -5, 26, -14, 1.0
CCCn1nc(C(=O)OCC(=O)Nc2ccc(C(N)=O)cc2)c2ccccc2c1=O
    0.4, 4, nt, -0.2, -15, -2, -32, -19, 0.3
COc1ccc2sc(-c3ccc(N(C)C)cc3)c(C#Cc3cncn3C)c2c1
    -0.3, 1, nt, 0.6, 18, -23, 11, -28, -0.1
O=C(CC(Cc1ccccc1)c1ccco1)NCc1ccco1 (stereo unspecified)
    -3.4, -9, 2, 0.9, 14, -8, -1, -9, -0.8
CCN(CC(=O)Nc1ccc(OC)cc1)C(=O)CCS(=O)(=O)c1ccc(C)cc1
    -1.4, -2, -7, 0.1, 24, -13, -23, 4, -1.0
O=C(O)C1=C(C2CCCCC2)C(=O)c2ccccc21
    nt, nt, nt, 0.7, 12, -14, 15, nt, nt
CC1=CC(C)(C)[N+](C)(C)c2ccc(C)cc21
    0.4, -5, -1, 0.2, 13, -13, 1, -9, 0.9
Cc1cc(C)n(-c2nnc3n2N=C(c2ccccc2)CS3)n1
    0.6, -1, -21, 0.1, 16, -11, 9, 0, -0.1
COc1cc(NC(=O)COc2ccc([N+](=O)[O-])cc2)ccc1NC(=O)c1ccco1
    nt, nt, nt, 0.6, 28, -10, -3, nt, nt
Cc1ccc(CSc2nnc(C)c(=O)n2N)cc1
    -1.4, -2, -3, 0.9, 21, -5, -4, -5, -0.9
c1ccc2c(c1)OCC(c1nnc3n1-c1ccccc1SC3)O2 (stereo unspecified)
    -2.1, -10, -8, 1.8, 23, -10, 9, -20, -0.4
CC12CCC(C(=O)NCc3ccc(Cl)cc3)(OC1=O)C2(C)C (stereo unspecified)
    0.4, -6, 5, 0.6, -1, -2, 20, -8, -0.3
Cc1sc2nc(C)n(/N=C/N(C)C)c(=O)c2c1C
    -0.7, -8, -10, 0.7, 14, -11, 15, -1, -1.2
O=C(Nc1ccc(O)c(-c2nc3ccccc3o2)c1)C1(c2ccc(Br)cc2)CCCC1
    -1.2, -1, -4, -0.2, 4, -5, -15, -4, 0.8
COc1ccc(CC(=O)Nc2ccc(NC(=O)c3ccccc3F)cc2)cc1
    0.3, -8, -1, 1.9, 23, -13, 99*, 58*, 32*
O=[N+]([O-])c1cc(/C=N/OCc2c(Cl)cccc2Cl)ccc1N1CCOCC1
    0.1, 8, -2, -0.6, -8, 9, -20, -21, 0.9
COc1ccc(-c2nsc(SCC(=O)NCC3CCCO3)n2)cc1 (stereo unspecified)
    0.8, -2, -14, 0.2, 2, -9, -3, -17, 0.6
CSc1ccccc1NC(=O)CN(c1cccc(C)c1)S(C)(=O)=O
    1.8, -8, -6, 1.8, 28, -13, -21, -13, 0.8
Cc1cc(C(=O)O)c(CSc2ncn[nH]2)o1
    0.4, -7, -5, 0.7, 26, -2, -21, 2, 0.8
Cc1nc(CCNC(=O)COc2ccccc2)cs1
    -0.5, -2, -2, 0.3, 12, -6, -12, -1, 0.1
Cc1ncsc1CCC(=O)N1CCCC(C(=O)c2cccc(Cl)c2)C1 (stereo unspecified)
    0.0, -7, -3, 3.3, -13, 4, -1, -10, 5.2
CSc1ccc(C2CC(=O)Nc3c2c(=O)n(C)c(=O)n3C)cc1 (stereo unspecified)
    2.0, -2, -22, 1.2, 20, -10, -1, 5, 2.4
CN(c1ccc(OCC(=O)OCc2nnc(-c3ccccc3)o2)cc1)S(=O)(=O)c1ccc(Cl)cc1
    -0.9, 0, nt, 1.0, 17, 0, 17, -15, -0.2
Cc1nc2n(n1)CC(O)CS2 (stereo unspecified)
    0.7, -5, -2, -0.1, 25, -11, -8, -14, 0.2
O=C(Nc1ccccc1N1CCOCC1)c1ccc2c(c1)OCCO2
    -1.0, -3, 3, 1.7, 8, -9, 9, -13, 1.4
C/C(=N\NC(=O)CCc1ccccc1)c1ccc(Br)cc1
    -1.2, -6, -5, 0.7, 4, -2, -20, -1, -0.8
CCN(CC)C(=O)CSc1nc2cc(S(=O)(=O)N3CCOCC3)ccc2n1CC
    0.8, 1, -17, 3.1, 6, 0, 6, -3, 0.7

The listing continues.
Results follow in this order: OXTR agonist, OXTR potentiate, GPR7 antagonist, M1 ag parental, M1 PAM parental, CHO-K1 Ca antag, TAAR1 antag, CHO parental Ca, V1R ag counter
COc1ccc(N2CCn3c2nc2c3c(=O)n(CCCc3ccccc3)c(=O)n2C)c(OC)c1
    1.6, -8, -8, 1.2, -2, -1, 46, 55*, 4.4
Cc1cccc(C)c1NC(=O)C(=O)NCCOc1ccc(Cl)cc1
    22*, -22, -2, 2.0, -16, -1, 5, -20, 19
O=C(O)c1ccc(C2(c3ccc(C(=O)O)cc3)OC(=O)c3ccccc32)cc1
    1.6, 0, -18, 0.0, 10, -6, -13, 1, 1.2
Nc1c2c(nc3c1CCC3)CCCC2
    0.9, 2, 3, nt, nt, nt, nt, -6, -0.3
CCOC(=O)c1c(NS(C)(=O)=O)sc2c1CCC(C)C2 (stereo unspecified)
    -2.1, -3, -17, -0.8, -6, 7, -11, -21, -0.6
Cc1ccc(-n2ncc3c(=O)n(CC(=O)N(C(C)C)C(C)C)cnc32)cc1
    1.8, -7, -8, 2.3, 20, -7, -31, -1, 1.2
Cc1ccc(S(=O)(=O)N2CCCOC2CNC(=O)C(=O)NCc2ccccn2)cc1 (stereo unspecified)
    -0.3, 6, -14, 0.4, 8, -14, -14, -2, 0.7
CCOC(=O)CC1C(=O)NCCN1C(=O)NC1CCCCC1 (stereo unspecified)
    0.2, -1, -7, 0.0, -9, 22, 6, -13, 0.6
Cc1nn(C)c(Cl)c1NC(=O)OCc1ccccc1
    5.4, -15, 0, 3.0, 24, -10, 5, -10, 3.5
C[C@H]1CN([C@@H](C)CO)C(=O)CCCn2cc(nn2)CO[C@@H]1CN(C)C(=O)c1ccncc1
    nt, nt, nt, 0.2, 22, -22, 20, nt, nt
Cc1ccc(C)c(NC(=O)c2cc([N+](=O)[O-])cc([N+](=O)[O-])c2)c1
    -2.5, 1, -15, 5.4, 3, 5, 13, -8, 3.8
O=C(CN1C(=O)NC2(CCCCCC2)C1=O)N1CCC(Cc2ccccc2)CC1
    16, -23, -12, 2.0, -2, 6, -2, -1, 14
CN1CCN(C(=O)c2cnn3c2NC(c2ccccc2)CC3C(F)(F)F)CC1 (stereo unspecified)
    1.0, -1, 6, 0.0, 6, -5, -27, -10, 1.8

Screening data from PubChem.
